From PubChem
N-glyco inh = blocks N-linked glycosylation in D54 reporter cells; D54 ERlucT glycosylation luciferase reporter, 24 h; percent of 100 nM tunicamycin response; reporter increase, % at 12.5 µM; 0.23% of 360,000 active; AID 588692;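 active = mean luciferase reporter signal, scaled so untreated is 0 and the glycosylation-blocking control 100, at or above a set limit in every replicate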;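 note: luciferase carries N-glycosylation sites so blocking glycosylation raises the light; 0% = median of neutral control wells and 100% = median of 100 nM tunicamycin wells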
Cardio protect = modulators protecting cardiomyocytes from myocardial damage; H9c2 cardiomyocytes, H2O2 injury protection, ATPLite, 2 h; protection from H2O2 cell death, % at 20 µM; 0.63% of 360,000 active;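 active = compounds giving at least 50% protection of heart cells from peroxide-induced death in the single-dose screen, raw or plate-pattern-corrected value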;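 note: 0% = DMSO wells with peroxide and 100% = DMSO wells without peroxide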
MC4R barr agon = activates human MC4R beta-arrestin recruitment; P32245; U2OS MC4R beta-arrestin complementation, luminescence; percent of melanotan II response, DMSO zero; activation, % at 8.9 µM; 0.98% of 360,000 active; AID 540308;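 active = activation above a per-plate cutoff, the mean activation of sample wells on that plate plus 3 SD, cut at about 8% in these data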
MC4R antagonist = antagonists of human melanocortin 4 receptor (MC4R). P32245. MC4R-expressing cells, MTII-stimulated cAMP, LANCE TR-FRET. inhibition, % at 6.5 µM. 0.48% of 360,000 active. AID 540295;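 active = inhibition above its plate's cutoff, the mean of tested wells on that plate plus 3 SD, cut at about 29% in these data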;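 note: 0% = Melanotan II alone and 100% = Melanotan II plus saturating MCL0020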
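Material: U2OS-MC4R stable cell line | Reagent: Melanotan II challenge after compound preincubation | Doses: One concentration, 6.5 µM nominal | Incubation: 30-min compound preincubation, 1-h Melanotan II challenge, 1-h detection, room temperature | Signal: TR-FRET cAMP assay | Replicates: One well per compound, no replicates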
HTR2A ag = mouse HTR2A agonism via beta-arrestin recruitment. P35363. CHO-K1 mHTR2A beta-arrestin complementation, luminescence; percent of 30 µM serotonin response. activation, % at 7.6 µM. 0.66% of 360,000 active. AID 624169;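 active = activation above a run cutoff, the mean activation of all tested compounds plus 3 SD, cut at about 14% in these data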;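 note: 0% = plate median of compound wells and 100% = 30 µM serotonin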
hiPSC survival = increases survival of single human iPS cells; survival enhancement, % at 20 µM; hiPSC single-cell survival, ATPlite luminescence; 100% = ROCK inhibitor wells, 0% = DMSO; 0.044% of 360,000 active; in the data active = survival enhancement above about 18%;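 note: cells exposed to compounds for 16 hours before the ATP read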
aDG glyco up = increases alpha dystroglycan glycosylation | Pro5-aDG cells, alpha-DG glycosylation AlphaScreen (IIH6); 0% Pro5, 100% B10-LARGE cell signal | activation, % at 10 µM | AID 624168 | 0.22% of 360,000 active;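 active = activation of at least 8% versus controls, or a plate z-score of at least 8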;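 note: Pro5 are CHO cells carrying HIG-tagged alpha-DG that lacks glycosylation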
ABCB6 inh MLPCN = blocks the human ABCB6 transporter; Q9NP58; AID 602162; 0.19% of 360,000 active; K562-ABCB6 porphyrin accumulation, flow cytometry, 1 h; active compounds read low; fluorescence ratio to DMSO, % at 10 µM;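 active = fluorescence ratio to DMSO below 75%, the collection mean minus 3 SD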;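 note: signal is porphyrin accumulated inside mitochondria; 100% equals median channel fluorescence of DMSO control wells; lower ratio means ABCB6 inhibition with less porphyrin fluorescence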
ABHD5-PLIN5 inh = ABHD5-PLIN5 protein interaction inhibition; 0.78% of 360,000 active; Split G. princeps luciferase complementation, luminescence, 4 h; inhibition, % at 4 µM; AID 602281; Q00G26+Q8WTS1;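 active = inhibition above the mean inhibition across every tested compound plus 3 SD, cut at about 22% in these data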;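 note: 0% = DMSO only wells and the 100% control is not disclosed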
Target sequence (Q00G26 whole entry, looked up): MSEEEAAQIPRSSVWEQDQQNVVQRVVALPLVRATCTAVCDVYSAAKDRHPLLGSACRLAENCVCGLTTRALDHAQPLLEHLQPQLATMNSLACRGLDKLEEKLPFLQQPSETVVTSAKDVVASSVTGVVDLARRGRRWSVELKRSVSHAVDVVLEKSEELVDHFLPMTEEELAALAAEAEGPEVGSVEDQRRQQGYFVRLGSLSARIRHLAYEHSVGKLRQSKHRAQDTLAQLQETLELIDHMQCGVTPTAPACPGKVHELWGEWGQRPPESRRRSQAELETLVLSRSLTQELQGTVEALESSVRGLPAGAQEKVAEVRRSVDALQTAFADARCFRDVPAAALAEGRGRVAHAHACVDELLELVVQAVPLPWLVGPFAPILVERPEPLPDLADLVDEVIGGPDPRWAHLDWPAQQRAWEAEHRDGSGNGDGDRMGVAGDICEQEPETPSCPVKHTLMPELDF
Target sequence (Q8WTS1 whole entry, looked up): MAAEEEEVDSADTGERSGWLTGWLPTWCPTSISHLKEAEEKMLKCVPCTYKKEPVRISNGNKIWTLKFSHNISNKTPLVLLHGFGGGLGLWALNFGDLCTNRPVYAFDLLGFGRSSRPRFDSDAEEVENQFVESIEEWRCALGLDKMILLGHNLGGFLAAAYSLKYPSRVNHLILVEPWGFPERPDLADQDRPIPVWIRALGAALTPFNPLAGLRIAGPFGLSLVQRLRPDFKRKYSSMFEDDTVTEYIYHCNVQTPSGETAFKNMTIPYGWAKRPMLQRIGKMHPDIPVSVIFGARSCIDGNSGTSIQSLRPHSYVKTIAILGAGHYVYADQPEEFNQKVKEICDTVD
Granule exo inh = lytic granule exocytosis inhibition; 0.66% of 360,000 active; TALL-104 LAMP-1 surface exposure, flow cytometry; cells stimulated with thapsigargin and PMA; inhibition, % at 10 µM;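 active = inhibition above about 55%, limit read from the data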
* hit, by the source's call; . = no result given; & = joins results of further samples. Only part of the results is shown. The share of hits here may be higher or lower than overall.

Values run as follows: N-glyco inh	Cardio protect	MC4R barr agon	MC4R antagonist	HTR2A ag	hiPSC survival	aDG glyco up	ABCB6 inh MLPCN	ABHD5-PLIN5 inh	Granule exo inh
- O=c1cccc2n1CC1CC2CN(c2ncnc3c2cnn3-c2ccc(Cl)cc2)C1 (configuration not stated)
→ 2.0	1.9	2.0	7.0	9.4	-2.4	-0.2	94.0	0.4	2.9
- O=Cc1cn(Cc2c(F)cccc2Cl)nc1-c1ccccc1
→ -1.7	9.0	-2.6	0.5	-4.3	-0.8	0.2	96.0	-5.7	0.4
- COC(=O)C(O)(c1ccc(N(C)S(=O)(=O)c2ccccc2)cc1)C(F)(F)F (configuration not stated)
→ 2.3	1.4	-2.3	0.1	-4.5	-0.6	0.0	87.0	-2.6	-1.4
- CCCCC1(CC)COP(=O)(OCC(Cl)(Cl)Cl)OC1 (configuration not stated)
→ -0.5	5.5	-0.1	1.3	19.6*	1.6	0.0	113.0	3.6	-0.5
- COc1ccc(CN2C(=O)NC(=O)/C(=C/c3ccoc3)C2=O)cc1
→ 5.5	10.3	1.8	-3.9	6.6	-0.4	0.0	100.0	-1.4	0.3
- CCCn1cc(CN2CCCC(C(=O)c3cccc(OC)c3)C2)c(C)n1 (configuration not stated)
→ -2.5	-7.0	-1.4	11.7	-1.4	-2.0	0.1	92.0	-10.3	3.0
- CCC(=NCc1ccco1)c1c(O)n(-c2ccc(Cl)cc2)c(=O)[nH]c1=O
→ -2.4	0.3	-0.9	1.2	4.3	1.4	0.1	101.0	12.4	0.7
- O=C(COC(=O)Cc1ccccc1)Nc1nnc(-c2ccccc2)o1
→ 2.5	2.2	-4.4	5.1	2.2	-0.4	-0.3	98.0	4.7	-4.9
- CC(=O)OC1C2CCC1C(N1CCCCC1)CC2 (configuration not stated)
→ 1.6	2.1	-2.8	25.9	-1.2	-1.6	0.0	96.0	0.1	-7.4
- O=c1[nH]c(=S)n(-c2ccc(Cl)cc2)c(O)c1/C=N/N1CCOCC1
→ 0.0	0.7	-1.8	0.1	-0.2	-0.4	-0.1	95.0	-3.2	4.5
- CCC(c1ccc(C)cc1)N1C(=O)C2C3CCC(O3)C2C1=O (configuration not stated)
→ 2.0	-14.9	3.0	0.0	-1.6	-0.5	0.2	102.0	5.2	-3.8
- CN(C)P1(N(C)C)=Nc2c(c(N)nn2C)C(c2ccccc2)=N1
→ 1.7&-1.2	8.1&-5.6	-1.1&1.1	-2.3&-1.8	5.3&9.9	1.4&-1.4	0.3&-0.3	95.0&98.0	3.1&0.1	-3.4&-0.7
- Clc1cccc(N2CCNCC2)c1
→ 1.1	14.4	1.0	-0.5	24.7*	-0.9	-0.1	100.0	1.3	-5.1
- C/C(=N/O)c1ccc2ccc3ccccc3c2c1
→ -4.6	-6.6	0.1	4.6	-8.3	-0.5	0.0	94.0	-0.7	-2.0
- Cc1cc(C)c(NC2=NCCCS2)c(C)c1
→ -4.0	8.8	0.4	-1.4	5.9	-2.6	1.0	86.0	-0.7	-0.9

Compounds above that contain a furan ring, fused or not:
Values run as follows: N-glyco inh	Cardio protect	MC4R barr agon	MC4R antagonist	HTR2A ag	hiPSC survival	aDG glyco up	ABCB6 inh MLPCN	ABHD5-PLIN5 inh	Granule exo inh
- COc1ccc(CN2C(=O)NC(=O)/C(=C/c3ccoc3)C2=O)cc1
→ 5.5	10.3	1.8	-3.9	6.6	-0.4	0.0	100.0	-1.4	0.3
- CCC(=NCc1ccco1)c1c(O)n(-c2ccc(Cl)cc2)c(=O)[nH]c1=O
→ -2.4	0.3	-0.9	1.2	4.3	1.4	0.1	101.0	12.4	0.7

More entries
Values run as follows: N-glyco inh	Cardio protect	MC4R barr agon	MC4R antagonist	HTR2A ag	hiPSC survival	aDG glyco up	ABCB6 inh MLPCN	ABHD5-PLIN5 inh	Granule exo inh
- COc1ccc(-c2cc(C(=O)N3CCC4(CC3)OCCO4)c3ccccc3n2)cc1
→ -5.6	-8.3	-2.2	1.4	2.0	-0.3	-0.4	98.0	2.1	1.9
- Cc1nc2cc(C(=O)N3CCC4(CC3)OCCO4)ccc2n1-c1cccc(F)c1
→ 0.1	5.9	-0.7	18.7	-3.4	-0.7	0.3	100.0	-6.2	-2.6
- COc1ccc(N=Cc2c(O)n(C)c(=O)n(C)c2=O)cc1
→ 4.9	1.2	-0.2	4.9	1.8	-0.7	0.0	99.0	-3.9	6.0
- CCCNC(=O)N1[C@H]2CC[C@@H]1C(C(=O)OC)=C(c1ccc3ccccc3c1)C2
→ -3.3	-6.4	-0.7	0.8	-4.4	-2.0	0.3	99.0	3.7	5.5
- COC(=O)C1=C(c2ccc(F)cc2OCc2ccccc2)C[C@@H]2CC[C@H]1N2C(=O)NCc1ccccc1Cl
→ -4.8	3.8	0.1	-3.1	-7.4	-2.6	0.5	95.0	-6.7	30.1
- CC1=NN(c2ccccc2)C(=O)/C1=C/c1c(O)[nH]c(=S)[nH]c1=O
→ 0.4	-2.8	-1.7	-2.0	-1.0	6.5	-0.3	109.0	-7.0	-2.7
- c1cc2c(cc1N1CCCCC1)CNCc1cnnn1-2
→ 0.7	4.8	.	.	5.7	0.4	-0.2	100.0	-2.2	1.4
- CCn1c(O)c(/C=N/NC(=O)c2ccccc2)c(=O)n(CC)c1=S
→ 2.6	14.3	2.3	9.3	-0.6	-0.5	-0.2	99.0	5.6	0.8
- Cc1cccc(OC(=O)N2CCOCC2)c1
→ 2.4	-0.1	-3.3	1.1	-2.3	-0.6	0.1	94.0	-3.0	-1.1
- C[C@]12CCC(=O)C=C1C=C[C@@H]1[C@@H]2CC[C@@]2(C)[C@H]1CC[C@@]2(O)CCC(=O)O
→ -3.0	9.3	1.3	26.9	1.3	0.8	0.0	123.0	-6.8	-0.4
- C=C(C)C(Cc1c(OC)ccc(C(=O)/C=C/c2ccc(O)cc2)c1O)OO (configuration not stated)
→ 11.6	-8.0	0.3	3.9	-2.2	-3.8	-0.6	98.0	4.3	5.5
- Cc1ccc(C)c(OCC(=O)N2CCCN(C)CC2)c1
→ 2.7	8.3	-1.1	-1.5	3.2	-0.5	-0.1	106.0	1.1	2.3
- CCC(=NCc1cc(OC)cc(OC)c1)c1c(O)[nH]c(=O)[nH]c1=O
→ 7.2	0.2	0.1	-20.2	5.1	-0.5	-0.2	95.0	5.9	-0.1
- O=c1cccc2n1CC1CC2CN(Cc2c(Cl)cccc2Cl)C1 (configuration not stated)
→ -0.2	-2.1	0.1	6.1	-1.8	-0.8	0.0	101.0	2.8	0.3
- Cc1c(NC(NC(=O)CF)C(Cl)(Cl)Cl)c(=O)n(-c2ccccc2)n1C (configuration not stated)
→ 0.5	6.6	1.5	-0.6	7.4	-1.0	0.1	101.0	3.9	0.6

Quoted at random: 2 compounds from above, in no set order.
Values run as follows: N-glyco inh	Cardio protect	MC4R barr agon	MC4R antagonist	HTR2A ag	hiPSC survival	aDG glyco up	ABCB6 inh MLPCN	ABHD5-PLIN5 inh	Granule exo inh
- O=c1[nH]c(=S)n(-c2ccc(Cl)cc2)c(O)c1/C=N/N1CCOCC1
→ 0.0	0.7	-1.8	0.1	-0.2	-0.4	-0.1	95.0	-3.2	4.5
- C=C(C)C(Cc1c(OC)ccc(C(=O)/C=C/c2ccc(O)cc2)c1O)OO (configuration not stated)
→ 11.6	-8.0	0.3	3.9	-2.2	-3.8	-0.6	98.0	4.3	5.5

Next results follow:
Values run as follows: N-glyco inh	Cardio protect	MC4R barr agon	MC4R antagonist	HTR2A ag	hiPSC survival	aDG glyco up	ABCB6 inh MLPCN	ABHD5-PLIN5 inh	Granule exo inh
- N#C/C(=C(/O)c1ccc(S(=O)(=O)N(CCCl)CCCl)cc1)c1nc2ccccc2[nH]1
→ 2.0	-1.2	-0.4	10.1	-0.2	-0.3	0.7	103.0	2.1	0.7
- CCCCC(=O)N/N=C/c1c(O)n(CCc2ccc(OC)c(OC)c2)c(=O)[nH]c1=O
→ 0.5	3.2	-1.2	4.2	0.2	-2.9	0.2	140.0	-1.5	-2.2
- CC(=O)N1N=C2C3CCN(CC3)C2C1c1ccc(Br)cc1 (configuration not stated)
→ 1.1	-4.6	-1.1	-4.6	8.4	0.7	0.1	107.0	0.2	0.2
- CCc1ccc(N2C(=O)CC(=O)NC2=O)cc1
→ 0.6	7.9	-1.3	-4.2	4.8	0.8	0.1	98.0	23.8*	-12.8
- CCN(CC)CCN/N=C(\C)c1c(O)[nH]c(=O)[nH]c1=O
→ -0.1	5.2	-1.0	7.5	2.1	0.6	0.0	96.0	3.8	-4.5
- COc1ccc2c(C)c(CCC(=O)N3C[C@H]4C[C@@H](C3)c3cccc(=O)n3C4)c(=O)oc2c1
→ -0.9	0.4	-2.1	-7.1	-3.6	-0.2	-0.2	101.0	-5.4	4.2
- O=C(NC(C(Cl)Cl)N1CCOCC1)c1ccccc1 (configuration not stated)
→ 3.1	6.5	-2.4	2.2	-2.7	-2.9	0.0	106.0	-0.3	-0.9
- Cc1ccc(-c2cc(-c3ccc(C)cc3)[n+](-c3ccccc3)c(-c3ccc(C)cc3)c2)cc1
→ -1.7	-18.2	6.9	-3.4	-4.0	-5.9	1.9	90.0	28.5*	42.4
- CN(C)Cc1c[nH]c2ccccc12
→ 0.1	3.0	-1.6	5.7	-6.0	-0.9	0.1	101.0	-0.9	1.8
- CC(C)OP(=O)(OC(C)C)C(NCc1ccccc1)c1ccccc1 (configuration not stated)
→ -0.7	2.3	0.6	2.4	-1.1	0.7	0.2	90.0	5.2	-2.4
- COC(=O)C1=C(c2ccc(F)cc2OCc2ccccc2)C[C@@H]2CC[C@H]1N2C(=O)NCCN1CCOCC1
→ 0.4	3.3	1.6	7.3	-8.4	-1.6	0.1	100.0	-0.8	40.4
- CC(=O)OC1CCC2(C)C(CCC3C2CC(=O)C2(C)C3CC(N3CC3)C2C(C)=O)C1 (configuration not stated)
→ -1.0	-0.9	1.6	-4.0	7.9	-1.7	0.5	93.0	1.8	-5.1
- COc1cccc(O)c1CN1CCCC(C(=O)c2ccccc2SC)C1 (configuration not stated)
→ -0.3	4.1	-0.6	0.6	-5.7	1.0	0.2	93.0	3.1	-0.9
- CCOC(=O)[C@]12Cc3cc(N(C)C)ccc3[C@H]1N(Cc1ccccc1)C(=O)c1ccccc12
→ -7.0	-7.5	-2.6	4.9	-7.2	-0.3	-0.7	98.0	-12.3	-4.2
